Assay outcomes deposited in PubChem BioAssay by MTDP.
RNase H inhibition: RNase H inhibition, HIV 1 Gag Pol polyprotein, FRET biochemical assay, screening (AID 372) | HIV-1 RT RNase H, FRET RNA/DNA substrate fluorescence; higher % means a stronger effect | inhibition, % at 10 µM, or IC50 in µM where a hit was titrated | 100,000 tested, 0.77% active; in the data active = inhibition above about 50%
* marks the source's active call; other numbers are inactive results.

SMILES | RNase H inhibition
C=CCNC(=O)CN(CCc1ccccc1)S(=O)(=O)c1ccc(Cl)cc1 | 6%
Clc1ccc(-c2nnc3ccc(-n4cccn4)nn23)cc1 | 20%
Cc1ccc(C2=NN(C(=N)SC3CC(=O)N(c4ccccc4)C3=O)C(c3ccc(Cl)cc3)C2)cc1 (stereo not drawn) | 38%
COc1ccc(OCCCCOc2ccc(I)cc2)cc1 | 10%
O=C(Cc1ccccc1)N/N=C/c1cc(O)ccc1Br | 20%
Cc1c(C(=O)NC(=S)Nc2ccccc2[N+](=O)[O-])oc2ccccc12 | 4%
COc1ccc(Nc2cc(C)c(C#N)c3nc4ccccc4n23)cc1 | 5%
O=C(CN(c1ccc(F)cc1)S(=O)(=O)c1ccccc1)Nc1cccc2ccccc12 | 13%
O=c1c(Cl)c(Cl)cnn1Cc1ccccc1 | 5%
CCCCCn1ncc(O)c(Cl)c1=O | 10%
CCOc1cc(/C=C2\C(=O)NC(=O)N(c3ccc(Cl)cc3)C2=O)cc(Br)c1OC | 6%
COc1ccc(CNCCC2(O)CC(C)N(C)CC2C)cc1 (stereo not drawn) | 8%
CC1=C(C(=O)OCC2CCCO2)C(c2cccc(Oc3ccccc3)c2)NC(=O)N1 (stereo not drawn) | 11%
COc1cccc(OCCOc2cccc(/C=C3/C(=N)N4N=C(c5ccccc5)SC4=NC3=O)c2)c1 | 12%
Cc1c(C#N)c2nc3ccccc3n2c(=O)/c1=C/Nc1ccc2[nH]c(=O)[nH]c2c1 | 14%
Cc1ccc(NC(=O)CC2SC(=O)NC2=O)cc1 (stereo not drawn) | 4%
CCOc1ccc(-c2csc(/C(C#N)=C/c3ccc(C)o3)n2)cc1 | 7%
CCN(CC)C(=O)CN(c1ccc(OC)cc1)S(C)(=O)=O | 8%
Cc1cccc(C(C)C)c1NC(=O)/C=C/c1ccc(C(C)C)cc1 | 15%
CCCc1nnc(NC(=O)CSc2nc3ccccc3s2)s1 | 5%
Fc1ccc(OCCOc2ncnc3ccccc23)cc1 | 10%
C=CCN1C(=O)/C(=C\c2cc(Br)c(O)c(OCC)c2)C(=O)NC1=S | 17%
C=CCOC(=O)C1=C(C)NC(=O)NC1c1cccc(Oc2ccccc2)c1 (stereo not drawn) | 24%
COC(=O)/C=C1\SC(=NC(=O)c2cccc(Cl)c2)NC1=O | 10%
Cc1ccc(NCC(O)COc2ccc(OCC(O)CNc3ccc(C)c(C)c3)cc2)cc1C (stereo not drawn) | 14%

Next part.
SMILES | RNase H inhibition
COC(=O)C(CCSC)NC(=O)CCCOc1ccc(Cl)cc1Cl (stereo not drawn) | 0%
O=c1c2c([nH]c(=S)n1C1CCCC1)-c1ccccc1CC21CCCCC1 | 17%
CCCOc1ccc(C(=O)Nc2nc(-c3ccccc3)cs2)cc1 | 3%
OC1(C(F)(F)F)CC(c2ccccc2)=NN1C(=S)c1ccccc1 (stereo not drawn) | 3%
Cc1ccc(-c2nc3ccccc3o2)cc1NC(=O)c1cc(I)ccc1Cl | 39%
Cc1ccccc1CNC(=O)c1cccc([N+](=O)[O-])c1C | 21%
CCCCCOC(=O)C1=C(C)NC(=O)NC1c1cccc(Br)c1 (stereo not drawn) | 41%
O=C(O)C(CO)NC(=O)C(F)(F)C(F)(F)C(=O)NC(CO)C(=O)O (stereo not drawn) | 9%
O=C(Nc1cccc(Br)c1)c1ccc(N2C(=O)c3ccccc3C2=O)cc1 | 9%
Cc1ccc(C(=O)Nc2cccc(C(=O)Nc3cccc4ccccc34)c2)cc1 | 19%
Brc1ccc(-c2csc(NC3=NCCCCC3)n2)cc1 | 15%
Oc1ccccc1N=Cc1cccnc1 | 15%
O=C1CC(Cc2ccccc2)C(=O)N1c1ccc2ccccc2n1 (stereo not drawn) | 0%
O=C(Nc1ccccc1)c1cc(S(=O)(=O)Nc2ccc(I)cc2)c(Cl)cc1Cl | 24%
CCOc1ccc(N=Cc2ccc(O)c(O)c2)cc1 | 39%
O=C(COc1ccc(Cl)cc1Br)N1CCN(c2ccccn2)CC1 | 19%
COc1ccc(S(=O)(=O)N2CCN(c3cccc(Cl)c3)CC2)cc1 | 14%
C=CCn1c(C(O)c2ccccc2)nc2ccccc21 (stereo not drawn) | 3%
CC1=C(C(=O)Nc2ccccc2C)C(c2cccc3ccccc23)NC(=O)N1 (stereo not drawn) | 0%
Cc1ccc(S(=O)(=O)NC(=O)N2CCN(c3ccc(F)cc3)CC2)cc1 | 0%
Cc1ccccc1-c1cc(C(=O)Nc2ncccc2C)c2ccccc2n1 | 10%
COc1ccccc1N1C(=O)/C(=C/C(C)=C/c2ccccc2)SC1=S | 13%
COc1cc(/C=C2\SC(N)=NC2=O)ccc1OCCOc1ccc(Br)cc1 | 5%
O=C(N/N=C/C=C/c1ccc([N+](=O)[O-])cc1)C(O)(c1ccccc1)c1ccccc1 | 12%
O=C(NC(Nc1ccccc1F)C(=O)c1ccccc1)c1ccco1 (stereo not drawn) | 4%

A stretch from the list above:
SMILES | RNase H inhibition
CCCCCOC(=O)C1=C(C)NC(=O)NC1c1cccc(Br)c1 (stereo not drawn) | 41%
O=C(O)C(CO)NC(=O)C(F)(F)C(F)(F)C(=O)NC(CO)C(=O)O (stereo not drawn) | 9%
O=C(Nc1cccc(Br)c1)c1ccc(N2C(=O)c3ccccc3C2=O)cc1 | 9%
Cc1ccc(C(=O)Nc2cccc(C(=O)Nc3cccc4ccccc34)c2)cc1 | 19%
Brc1ccc(-c2csc(NC3=NCCCCC3)n2)cc1 | 15%
Oc1ccccc1N=Cc1cccnc1 | 15%
O=C1CC(Cc2ccccc2)C(=O)N1c1ccc2ccccc2n1 (stereo not drawn) | 0%
O=C(Nc1ccccc1)c1cc(S(=O)(=O)Nc2ccc(I)cc2)c(Cl)cc1Cl | 24%
CCOc1ccc(N=Cc2ccc(O)c(O)c2)cc1 | 39%
O=C(COc1ccc(Cl)cc1Br)N1CCN(c2ccccn2)CC1 | 19%
COc1ccc(S(=O)(=O)N2CCN(c3cccc(Cl)c3)CC2)cc1 | 14%
C=CCn1c(C(O)c2ccccc2)nc2ccccc21 (stereo not drawn) | 3%
CC1=C(C(=O)Nc2ccccc2C)C(c2cccc3ccccc23)NC(=O)N1 (stereo not drawn) | 0%
Cc1ccc(S(=O)(=O)NC(=O)N2CCN(c3ccc(F)cc3)CC2)cc1 | 0%
Cc1ccccc1-c1cc(C(=O)Nc2ncccc2C)c2ccccc2n1 | 10%
COc1ccccc1N1C(=O)/C(=C/C(C)=C/c2ccccc2)SC1=S | 13%
COc1cc(/C=C2\SC(N)=NC2=O)ccc1OCCOc1ccc(Br)cc1 | 5%
O=C(N/N=C/C=C/c1ccc([N+](=O)[O-])cc1)C(O)(c1ccccc1)c1ccccc1 | 12%
O=C(NC(Nc1ccccc1F)C(=O)c1ccccc1)c1ccco1 (stereo not drawn) | 4%

The results go on.
SMILES | RNase H inhibition
CC(C)CCN(CCC(C)C)C(=O)c1cc([N+](=O)[O-])cc([N+](=O)[O-])c1 | 14%
CC(=O)N=C1SC2=CSC(c3ccccc3)N2N1C(C)=O (stereo not drawn) | 3%
Cc1[nH]n(-c2ccccc2)c(=O)c1N=Nc1cc(Cl)ccc1Cl | 2%
Cn1c2ccccc2c2nnc(SCc3ccccc3)nc21 | 7%
O=C(c1ccc(S(=O)(=O)N2CCCCC2)cc1)N1CCN(c2ccccc2)CC1 | 0%
COc1ccc(CCNC(=O)COc2ccc3ccccc3c2)cc1OC | 0%
CC(=O)N/N=C/c1ccc2c(c1)OCO2 | 3%
CCC(=O)NC(=S)Nc1cccc(-c2nc3ccccc3o2)c1 | 7%
Cc1nc(SCC#N)c(C#N)c(C)c1C | 0%
O=C(Nc1cccc(C(F)(F)F)c1)c1ccccc1[N+](=O)[O-] | 3%
CCC(=O)Nc1nc(C)c(-c2csc(Nc3cccc(C(=O)O)c3)n2)s1 | 0%
COc1ccc(/C=C2/C(=O)NC(=S)N(c3ccc(C)cc3)C2=O)c2ccccc12 | 23%
Cc1ccc(C(=O)Nc2ccc(-c3ccc(NC(=O)c4ccc(C)cc4)cc3)cc2)cc1 | 2%
C/C=C/c1ccc(OCCCCOc2c(C)cccc2C)c(OC)c1 | 13%
Cc1cnc(-c2ccc(Br)cc2)nc1 | 15%
CCOc1ccc(OCC)c(S(=O)(=O)N2CCOCC2)c1 | 2%
Cc1cccc(NCCC(=O)c2cccc([N+](=O)[O-])c2)c1C | 0%
O=C(CCc1ccccc1O)N/N=C/c1ccc(Sc2cccc3cccnc23)o1 | 41%
CCOc1cccc(C(=O)Nc2cc(-c3nc4cc(C)c(C)cc4o3)ccc2C)c1 | 42%
O=C(O)c1ccc(-c2ccc(/C=C3\SC(=S)N(c4cccc(F)c4)C3=O)o2)cc1 | 27%
Cc1ccc(C)c(NC(=O)/C=C/c2ccc3c(c2)OCO3)c1 | 14%
CCC(C)OC(=O)C1=C(C)NC2=C(C(=O)CC(c3ccccc3)C2)C1c1cccc(OC)c1 (stereo not drawn) | 13%
CCOC(=O)c1[nH]nc2c1C(=O)N(c1ccc(OC)c(Br)c1)C2=O | 0%
CC1=C(C(=O)OC2CCCCC2)C(c2ccc(C(F)(F)F)cc2)C2=C(CCCC2=O)N1 (stereo not drawn) | 24%
CC1=C(C(=O)OCC2CCCO2)C(c2ccc(F)cc2)C2=C(CC(C)(C)CC2=O)N1 (stereo not drawn) | 0%

Remaining list, next part:
SMILES | RNase H inhibition
COc1ccc(/C=N/NC(=O)CNc2ccc(C)cc2C)cc1OC | 19%
COC(=O)C1=C(C)NC(C)=C(C(=O)OC)C1c1ccc(-c2cccc(Br)c2)o1 | 14%
COc1cccc(/C=C/C(=O)c2ccc(Cl)cc2)c1OC | 20%
Cc1ccc(N2C(=O)C3C(C2=O)C2(c4ccccc4)C(=O)C3(c3ccccc3)C(c3ccccc3)=C2c2ccccc2)cc1 (stereo not drawn) | 30%
O=C(C(=O)c1cccc(I)c1)c1ccc(C(=O)C(=O)c2cccc(I)c2)cc1 | 0%
CCCOC(=O)C1=C(C)NC2=C(C(=O)CC(c3ccccc3)C2)C1c1cccc(O)c1 (stereo not drawn) | 6%
COc1cc(C(=O)N2CCN(Cc3cccc([N+](=O)[O-])c3)CC2)cc(OC)c1OC | 1%
Cc1ccccc1-c1nc2cc(NC(=S)NC(=O)c3ccc(F)cc3)ccc2o1 | 18%
Clc1cccc(C=Nc2ccccc2-c2ccccc2N=Cc2cccc(Cl)c2Cl)c1Cl | 33%
CC(=O)N1CCN(c2ccc(NC(=O)Cc3ccccc3)cc2)CC1 | 0%
O=C(NC(NC(=S)Nc1ccccc1Cl)C(Cl)(Cl)Cl)c1ccccc1F (stereo not drawn) | 15%
O=C(NCc1ccccn1)Nc1ccc(Cl)c(Cl)c1 | 9%
CC(C)C1=CC23CCC4C(C)(C(=O)O)CCCC4(C)C2CC1C1C(=O)N(c2ccc(O)cc2)C(=O)C13 (stereo not drawn) | 8%
O=[N+]([O-])c1ccc(N=Cc2ccc(N3N=C(c4ccccc4)CC3c3ccccc3)cc2)cc1 (stereo not drawn) | 30%
CCOC(=O)C1=C(C)N=c2s/c(=C\c3cc(OC)ccc3OC)c(=O)n2C1c1ccc(F)cc1 (stereo not drawn) | 0%
O=C(/C=C/c1ccc(F)cc1)Nc1ccccc1Cl | 15%
CCCC(=O)Nc1cccc(NC(=O)c2cc([N+](=O)[O-])ccc2Cl)c1 | 13%
O=C1Nc2c(Cl)cc(Cl)c3cccc1c23 | 28%
COc1ccc(C(=O)NC(C)(C)C)cc1I | 11%
COc1ccccc1NS(=O)(=O)c1ccc(C(C)C)cc1 | 1%
Cn1nc(-c2ccccc2O)nc1/C=C/c1ccccc1 | 5%
CCOC(=O)c1c(CN(C)C)n(-c2ccccc2)c2ccc(OC(C)=O)cc12 | 0%
CCOC(=O)C(CCCCOc1ccc(C(C)(C)C)cc1)C(=O)OCC | 24%
O=C(O)c1ccc(Br)c(S(=O)(=O)N(CCO)CCO)c1 | 17%
COc1cc2c(cc1OC)CN(Cc1ccccc1F)CC2 | 0%

Carrying on.
SMILES | RNase H inhibition
COc1ccc(-c2cc(C(=O)Nc3ccc(F)cc3)c3ccccc3n2)cc1OC | 9%
CCOC(=O)C(CCOc1c(C)cc(C)cc1Cl)C(=O)OCC | 11%
CCCCOC(=O)CC(C(=O)OCCCC)P(=O)(CCC)CCC (stereo not drawn) | 6%
O=C1CC(c2ccccc2[N+](=O)[O-])c2ccccc2N1 (stereo not drawn) | 0%
CCc1ccc(N2C(=O)/C(=C/c3ccc(O)c(OC)c3)C(=O)NC2=S)cc1 | 5%
CCOC(=O)c1ccc2nc(C)c(CCC(C)=O)c(Cl)c2c1 | 9%
CCOC(=O)Cc1csc(NC(=O)COc2cc(C)ccc2C(C)(C)C)n1 | 8%
O=C(Nc1cc(Cl)cc(Cl)c1)c1ccc(Br)cc1 | 8%
C=CCSc1nc2ccccc2n1CC(=C)Br | 24%
C=C(C)Cn1c(=S)[nH]c2c(c1=O)C(C)(C)Cc1ccccc1-2 | 5%
CCOc1cc(C2NC(=S)NC(C)=C2C(=O)OC)cc(I)c1O (stereo not drawn) | 2%
CC(=O)N/C(=N\c1nc(C)cc(C)n1)Nc1ccc(Cl)cc1Cl | 8%
CCc1ccc2oc(-c3cccc(NC(=O)c4cc5ccccc5o4)c3)nc2c1 | 10%
O=C1C(=O)N2c3ccccc3OC(=O)C2(O)/C1=C(\O)c1ccccc1 (stereo not drawn) | 1%
CN(C)C(=O)c1ccc(Br)cc1 | 6%
CCOc1cc(C(=O)NCCc2ccccc2)cc(OCC)c1OCC | 11%
COc1cc(/C=C/c2[nH]c(=O)[nH]c(=O)c2[N+](=O)[O-])cc(Br)c1OCc1ccccc1 | 4%
O=C(CN(c1cccc(Br)c1)S(=O)(=O)c1ccccc1)NCCc1ccccc1 | 7%
CS(=O)(=O)N1CCN(C(=O)COc2ccc(Cl)cc2)CC1 | 3%
Cc1cc(C)n(C(=O)COc2cccc3ccccc23)n1 | 0%
CC(Oc1ccc(/C=C2\C(=O)NC(=O)N(c3ccccc3)C2=O)cc1)C(=O)O (stereo not drawn) | 4%
C/C(=N\Nc1cc(-c2ccccc2)nc(C)n1)c1ccc(N)cc1 | 5%
O=C1OC(c2ccccc2)=N/C1=C\c1ccc(/C=C2/N=C(c3ccccc3)OC2=O)cc1 | 1%
Cc1cc(=O)n2cc(Br)ccc2n1 | 7%
O=C(O)CC1S/C(=N/N=C/c2ccco2)NC1=O (stereo not drawn) | 13%
COC(=O)C1CCCN1CP12(OCCO1)OCCO2 (stereo not drawn) | 0%

Only part of the results is shown; rates above refer to the full screens.
